TRHR PAM = TRH receptor (human) allosteric enhancement; P34981; TRHR cells, fluo-8 calcium fluorescence, EC20 TRH enhancement; enhancement, % at 2 µM; 360,000 tested, 0.66% active; AID 493056; in the data active means enhancement above about 30%; further: 0% is about no effect
Target sequence (P34981 whole entry, looked up): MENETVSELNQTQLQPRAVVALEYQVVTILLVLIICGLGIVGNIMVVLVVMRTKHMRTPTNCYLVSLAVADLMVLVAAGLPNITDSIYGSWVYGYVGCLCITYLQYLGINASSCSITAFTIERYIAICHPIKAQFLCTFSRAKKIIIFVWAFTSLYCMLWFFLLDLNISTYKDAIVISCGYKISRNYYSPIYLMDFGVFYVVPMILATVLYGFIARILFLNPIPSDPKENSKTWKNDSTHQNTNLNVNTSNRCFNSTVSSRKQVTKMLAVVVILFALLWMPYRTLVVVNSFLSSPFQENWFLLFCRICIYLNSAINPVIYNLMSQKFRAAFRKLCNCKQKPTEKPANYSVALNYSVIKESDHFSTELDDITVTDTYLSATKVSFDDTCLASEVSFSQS
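TRHR-expressing cells loaded with fluo-8 calcium dye were read kinetically (ex 480/em 530) during compound addition, then stimulated with an EC20 of TRH (10 nM final). Enhancement of the Gq-mediated intracellular calcium response was scored.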
D2 agonist = activates the human D2 dopamine receptor; P14416; HEK293 T-REx D2 cells, calcium flux agonist mode; activation, % at 2 µM; 340,000 tested, 0.53% active;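 active means activation over 3 SD above normal in the single-dose calcium agonist read, cut at about 30% in these data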; further: 0% is about no effect
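Agonism is scored from calcium flux in a force-coupled, inducible HEK293 cell line expressing D2, read kinetically for 180 s after compound addition against dopamine controls.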
Pin1 inhibitor = blocks the human prolyl isomerase Pin1; Pin1 FP peptide displacement, HiFluor488, 10 min; Potency, µM (series often up to 115 µM), inactives show at the highest dose activity, negative = inhibition, usual class: inhibitors; 390,000 tested, 0.009% active; AID 504891; active means well fitted inhibition curve with a large enough effect in the polarisation, with a control signal flat, not every such curve was filed as active; inconclusive means small, poorly fitted or top-dose-only effect, or effect the other way, or a change in a side signal; inactive means no such curve, though single readings can be large or run the other way; the % refers to the polarisation; further: potency means the concentration at half of the fitted maximal effect; on the % scale 0 is the no-effect control and ±100 the full control effect
Target sequence (Q13526 whole entry, looked up): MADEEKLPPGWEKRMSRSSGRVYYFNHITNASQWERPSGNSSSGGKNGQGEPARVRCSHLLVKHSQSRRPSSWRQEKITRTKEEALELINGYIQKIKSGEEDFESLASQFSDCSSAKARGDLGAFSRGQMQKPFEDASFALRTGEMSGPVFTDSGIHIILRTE
mIDH1 inhibitor = human IDH1 R132H inhibition; O75874; 390,000 tested, 0.093% active; IDH1-R132H enzyme, NADPH consumption, diaphorase/resazurin fluorescence; Potency, µM (top dose mostly 76.6 µM), for inactives: top-dose activity change, negative = inhibition, usual class: inhibitors; further: potency means the concentration at half of the fitted maximal effect; on the % scale 0 is the no-effect control and ±100 the full control effect; nearly all actives have a fitted effect of over 65% in size
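IDH1-R132H (0.5 ug/mL) preincubated 30 min with compound, then NADPH (0.016 mM) and alpha-KG (2 mM) added; 80 min at RT, pH 7.5. Remaining NADPH coupled via diaphorase/resazurin to fluorescence (540/590 nm); concentration-response curves normalized to no-enzyme control.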
USP1-UAF1 inh = inhibitors of human USP1/UAF1 deubiquitinase. recombinant USP1/UAF1, Ub-Rhodamine cleavage fluorescence. AID 743255. 390,000 tested, 0.23% active. Potency, µM (highest dose often 57.1 µM), for inactives: top-dose activity change, negative = inhibition, actives largely listed as inhibitors. O94782; further: potency means the concentration at half of the fitted maximal effect; on the % scale 0 is the no-effect control and ±100 the full control effect; nearly all actives have a fitted effect of over 60% in size; inactives centre near -12
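High-throughput fluorogenic screen: 1nM USP1/UAF1 complex, Ub-Rho substrate 150nM final, 50mM HEPES pH 7.8 with 0.5mM EDTA, 0.1 mg/ml BSA, 1mM TCEP and 0.01% Tween-20.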
TRHR ag = TRH receptor (human) agonism | P34981 | TRHR cells, calcium flux fluo-8, FDSS agonist mode | activation, % at 2 µM | 360,000 tested, 0.18% active | AID 493084; in the data active means activation above about 30%; further: 0% is about no effect
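In this calcium-flux screen, cells bearing human TRHR are dye-loaded with fluo-8, baselined for 10 cycles, then exposed to library compounds; positive kinetic calcium responses during the agonist phase mark hits, with TRH as control.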
TrxR1 substrate = rat thioredoxin reductase 1 substrate activity | purified TrxR1 substrate turnover, NADPH consumption readout | Potency, µM (titrated, usually from 114 µM), for inactives: at the highest dose activity change, negative = substrate turnover | 390,000 tested, 0.01% active | AID 588456; further: potency means the concentration at half of the fitted maximal effect; on the % scale 0 is the no-effect control and ±100 the full control effect; nearly all actives have a fitted effect of over 50% in size
Target sequence (O89049 whole entry, looked up): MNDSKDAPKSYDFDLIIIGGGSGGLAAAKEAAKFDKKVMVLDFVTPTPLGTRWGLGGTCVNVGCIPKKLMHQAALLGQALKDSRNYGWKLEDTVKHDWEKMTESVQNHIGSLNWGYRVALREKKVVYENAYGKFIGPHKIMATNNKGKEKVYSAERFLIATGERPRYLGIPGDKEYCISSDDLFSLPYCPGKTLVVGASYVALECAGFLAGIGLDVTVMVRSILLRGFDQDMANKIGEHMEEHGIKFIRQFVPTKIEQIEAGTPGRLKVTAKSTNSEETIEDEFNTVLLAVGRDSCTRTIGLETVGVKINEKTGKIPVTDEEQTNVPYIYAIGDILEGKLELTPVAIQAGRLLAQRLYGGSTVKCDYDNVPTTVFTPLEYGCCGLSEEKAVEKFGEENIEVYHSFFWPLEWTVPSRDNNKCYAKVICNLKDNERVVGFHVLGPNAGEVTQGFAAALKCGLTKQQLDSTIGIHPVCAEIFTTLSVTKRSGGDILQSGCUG
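Rat TrxR1, dispensed at 90 nM, was prereduced with 400 uM NADPH (final) for 5 min at ~22 deg C, then incubated with compound 15 min before 400 uM selenite. A first-read NADPH fluorescence drop versus no-compound background flagged substrates.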
D2 antagonist = D2 dopamine receptor (human) antagonism | P14416 | HEK293 TREx D2 cells, calcium flux, dopamine EC80 | inhibition, % at 10 µM | 340,000 tested, 2% active; in the data active means inhibition above about 30%; further: 0% is about no effect
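Inhibition of EC80 dopamine-driven calcium flux, recorded kinetically, defines activity here; cells are a tetracycline-induced HEK293 T-REx line expressing force-coupled D2.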
TrxR1 inh = blocks rat thioredoxin reductase 1 | AID 588453 | 390,000 tested, 1% active | recombinant rTrxR1, NADPH fluorescence consumption, selenite substrate | Potency, µM (titrated, usually from 114 µM), without a hit: top-dose activity change, negative = inhibition, hits mostly inhibitors | O89049; further: potency means the concentration at half of the fitted maximal effect; on the % scale 0 is the no-effect control and ±100 the full control effect; nearly all actives have a fitted effect of over 65% in size
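Rat TrxR1 (90 nM in the dispensed reagent) was pre-reduced with 400 uM NADPH for 5 min at room temperature, then incubated with compound for 15 min. After 400 uM selenite was added, NADPH fluorescence (Ex 340/Em 450 nm) was followed for 8 min.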
* = called active by the depositor; ? = inconclusive; nt = no result given; [ ] = another dose, or the depositor's remark. Unless noted, the call rests on the fitted dose curve; in most records, active means well fitted inhibition curve with a large enough effect; inconclusive means small, poorly fitted or top-dose-only effect; inactive means no such curve, though single readings can be large or run the other way. These rows are one share of the data; count on the stated rates, not on these rows.

Molecule	TrxR1 substrate	USP1-UAF1 inh	TRHR ag	TrxR1 inh	D2 agonist	Pin1 inhibitor	TRHR PAM	mIDH1 inhibitor	D2 antagonist
CCOC(=O)c1ccc(NC(=O)CCc2c(C)nc3c(c(C)nn3C)c2C)cc1	0%	-16%	0.5	-1%	0.7	0%	0	9%	nt
CC(C)c1ccc(NC2CCCN(C(=O)CSc3nncn3C)C2)cc1 (configuration not stated)	-7%	-17%	0.2	10%	0.9	0%	0	-1%	2
COc1ccc(C)cc1NC(=O)C(=O)NCC(c1cccnc1)N1CCc2ccccc21 (configuration not stated)	9%[11.4 µM]	?	-0.3	13%	-0.8	-2%	-4	0%	nt
CSCCC(=O)N1CCC(CCC(=O)NC2CC2)CC1	-3%	-19%	0.4	0%	1.0	-3%	-1	7%	-27
Cc1cc(C)cc(OCCNC(=O)C(C)N2C(=O)c3ccccc3C2=O)c1 (configuration not stated)	-7%[57.1 µM]	-17%	-0.3	-6%[57.1 µM]	0.2	0%	4	6%	1
CCn1c(=O)c(C(=O)NCc2ccc(F)cc2)c(O)c2ccccc21	-1%	-10%	0.2	23%	1.1	0%	2	-4%	-7
Nc1cc(=O)[nH]c(SCC(=O)Nc2ccccc2Sc2ccccc2)n1	5%	-11%	-0.3	7%	-0.9	-4%	-1	7%	26
COc1ccc(OC)c(NC(=O)c2cccc(N3C(=O)C4C5CCC(C5)C4C3=O)c2)c1 (configuration not stated)	-13%	-2%	-0.8	-12%	nt	1%	-2	14%	nt
CC(C)c1nc(SCC(=O)Nc2ccc3c(c2)OCO3)n[nH]1	4%	-14%	0.8	3%	-0.1	-2%	6	4%	-5
CCc1ccc2c(COC(=O)CNS(=O)(=O)c3ccc(NC(C)=O)cc3)cc(=O)oc2c1	0%	-20%	0.4	12%	0.9	69%[activator]	6	3%	28

Continuation:
Molecule	TrxR1 substrate	USP1-UAF1 inh	TRHR ag	TrxR1 inh	D2 agonist	Pin1 inhibitor	TRHR PAM	mIDH1 inhibitor	D2 antagonist
O=C(Cc1ccccc1)NCCc1cccc(Cl)c1	-9%	-4%	-1.0	-11%	-0.2	-1%	6	0%	7
CCOc1ccc(C(CCc2ccccc2)NC(=O)c2ccc(OC)c(OC)c2)cc1OCC (configuration not stated)	-4%	-5%	-0.9	13%	nt	?	0	1%	nt
COC(=O)c1c(NC(=O)c2ccccc2OC)sc(C(=O)N2CCOCC2)c1C	26%	-25%	-1.4	5%	-3.0	?	1	-2%	-12
CCS(=O)(=O)c1ccc(-c2csc(-c3ccc(Cl)cc3)n2)c(Cl)c1Cl	7%[57.1 µM]	-10%	0.9	5%[57.1 µM]	-0.1	2%	17	4%	1
CCN(CC)S(=O)(=O)c1ccc(NC(=O)CN(c2cccc(C)c2)S(C)(=O)=O)cc1	-6%	-1%	0.3	-5%	0.0	-2%	0	18%	11
COc1ccccc1NC(=O)N1CC=C(c2c[nH]c3ccccc23)CC1	-8%	-19%	11	-34%	-0.1	?	-2	nt	nt
Cc1ccc(S(=O)(=O)Nc2cc(C(=O)NCCN(C)C)ccc2N2CCCCC2)cc1	-1%	3%	0.3	-5%	nt	-4%	3	3%	nt
O=C(Cn1cc(C(=O)C2CC2)c2ccccc21)Nc1ccc(F)cc1	5%	?	1.0	31%[activator]	8.8	-3%	28	5%	-13
O=C(NCC1CCCO1)c1cccc(Oc2ccc([N+](=O)[O-])cc2Cl)c1 (configuration not stated)	6%	-23%	0.2	19%	-1.2	-7%	-3	9%	-12
COc1ccc2[nH]c3c(=O)n(Cc4ccc(C(=O)N5CCC(C(N)=O)CC5)cc4)c(=S)[nH]c3c2c1	5%	-23%	-0.8	8%	-1.2	?	10	-3%	-20

Next section:
Molecule	TrxR1 substrate	USP1-UAF1 inh	TRHR ag	TrxR1 inh	D2 agonist	Pin1 inhibitor	TRHR PAM	mIDH1 inhibitor	D2 antagonist
Cc1nn(-c2ccccc2)c2c1c(C)c(CCC(=O)NCC1CCCO1)c(=O)n2C (configuration not stated)	15%	-16%	-0.4	7%	0.5	0%	3	10%	3
CCn1c(-c2ccc(-c3ccccc3)cc2)c[nH]c1=S	16%[57.1 µM]	-9%	-0.9	14%[57.1 µM]	-0.2	-1%	3	0%	6
O=C(c1ccccc1)c1ccc2cc(O)ccc2c1	-14%	-10%	0.7	12%[57.1 µM]	-0.5	1%	0	6%	-3
COC(=O)[C@@H]1C[C@@]2(O)[C@H](O)[C@H](O)[C@H](O)C[C@H]2N1Cc1cc(OC)cc(OC)c1	-3%	-3%	0.0	1%	0.4	-8%	-1	-11%[38.3 µM]	3
COc1ccc(NC(=O)CCNS(=O)(=O)c2cccc(C(C)=O)c2)cc1S(N)(=O)=O	3%[57.1 µM]	-12%	0.1	19%[0.0914 µM]	1.7	-1%	-5	15%	7
NC(=O)CCN1CCN(Cc2nc(C(c3ccccc3)c3ccccc3)no2)CC1	0%[57.1 µM]	-14%	0.8	7%[57.1 µM]	-0.5	10%	4	0%	-4
O=C1NC(=NCc2ccccc2)S/C1=C/c1ccc(O)cc1	-6%	-17%	-1.2	1%[57.1 µM]	-1.6	18%	1	13%	-8
Cc1nn(-c2ccccc2)c(C)c1NC(=O)c1cccs1	9%	-12%	-0.3	17%	-1.2	2%	5	-1%	-15
CC(=O)C1=C(O)C(=O)N(c2ccc(S(=O)(=O)Nc3nccs3)cc2)C1c1ccc(F)cc1 (configuration not stated)	-4%	-16%	0.1	-24%	0.0	-2%	0	-5%	0
CCOc1ccc(CNC(=O)C2Cc3cc(S(=O)(=O)N4CCCCC4)ccc3N2C(C)=O)cc1 (configuration not stated)	-11%	-15%	-1.2	0%	0.5	0%	-5	-1%	-7

Continued:
Molecule	TrxR1 substrate	USP1-UAF1 inh	TRHR ag	TrxR1 inh	D2 agonist	Pin1 inhibitor	TRHR PAM	mIDH1 inhibitor	D2 antagonist
CCOc1ccc2nc(NC(=O)c3cc(=O)c4ccc(C)cc4o3)sc2c1	8%	17%	0.1	20%	-0.3	-6%	-1	18%	nt
OCCC1CN(Cc2cccc3c2OCO3)CCN1C1CCCCC1 (configuration not stated)	-1%	7%	0.6	26%	-0.3	3%	-1	2%	3
COc1ccc(NC(=O)CN(C)C2CCCCC2)cc1Cl	-5%	-17%	1.8	4%	-1.3	6%	-1	-1%	-33
O=C(Nc1ccc(F)c([N+](=O)[O-])c1)C(=O)c1c(O)[nH]c2ccccc12	-11%	-16%	0.0	-8%	0.9	-8%	2	0%	-21
Cc1cc(Cl)c(S(=O)(=O)Nc2ccc3c(c2)OCO3)cc1OCC(=O)NC1CCCCC1	-2%	-22%	0.2	-7%	-0.2	-3%	-28	-3%	3
CCc1nnc(NC(=O)CSc2ncnc3c2oc2ccccc23)s1	5%[57.1 µM]	-22%	0.3	14%[57.1 µM]	-0.9	21%	7	-4%	15
O=C(COC(=O)CCS(=O)(=O)c1ccc(F)cc1)NC1CCCCC1	-2%	-15%	-1.3	15%	0.5	0%	-1	0%	11
O=C(c1ccc(Cl)cc1Cl)N1CCc2ccccc21	-12%	-17%	-0.6	-6%	nt	7%	1	-5%	nt
CCN(CC(=O)NCCc1ccc(S(N)(=O)=O)cc1)Cc1nc2cc(OC)c(OC)cc2c(=O)[nH]1	-11%	8%	0.1	-8%	0.5	1%	4	-1%	2
COc1ccc(CNc2nc(-c3ccc(Cl)cc3)nn2C(=O)c2ccccc2)cc1	3%	-26%	0.3	21%	nt	4%	-17	-2%	nt

(further entries)
Molecule	TrxR1 substrate	USP1-UAF1 inh	TRHR ag	TrxR1 inh	D2 agonist	Pin1 inhibitor	TRHR PAM	mIDH1 inhibitor	D2 antagonist
COc1cc(CNCCSc2nnnn2C)ccc1OCc1ccccc1	9%[11.4 µM]	-15%	1.1	10%[11.4 µM]	0.7	3%	-4	18%	nt
COC(=O)c1ccsc1NC(=O)c1ccc(Cl)s1	3%	3%	-0.1	5%	0.5	-22%	9	-5%	14
O=C(CC(n1cncn1)C(Cl)(Cl)Cl)c1ccc([N+](=O)[O-])cc1 (configuration not stated)	1%	-10%	0.4	3.5µM*	2.1	-5%	1	15%	7
O=C1c2ccccc2C(=Nc2ccccc2)C1c1cccc(Br)c1 (configuration not stated)	6%	-11%	1.3	16%	0.7	-3%	-9	8%	-13
Cc1ccc(S(=O)(=O)c2cn(CC(=O)Nc3ccccc3C)c3cc4c(cc3c2=O)OCO4)cc1	5%	-31%	0.3	4%	0.8	37%[activator]	-3	-6%	nt
CCCCCCCCN1[C@@H](CC(C)=O)c2cc(C(F)(F)F)ccc2S1(=O)=O	2%[57.1 µM]	-18%	nt	9%[57.1 µM]	nt	14%	nt	14%	nt
O=C(O)c1ccc(CNCc2ccccc2Cl)s1	-1%	-10%	1.0	0%	0.2	0%	1	0%	nt
c1ccc(-c2cc3ccccc3cn2)cc1	9%	-32%	nt	9%	nt	-1%	nt	-3%	nt
COc1ccc(C)cc1NC(=O)c1cc2c(CO)cnc(C)c2oc1=N	-2%	-21%	-0.7	10%	0.5	-1%	3	2%	-3

TrxR1 inh, what is marked active above.
| compound | TrxR1 substrate | USP1-UAF1 inh | TRHR ag | TrxR1 inh | Pin1 inhibitor | TRHR PAM | D2 antagonist |
| --- | --- | --- | --- | --- | --- | --- | --- |
| O=C(CC(n1cncn1)C(Cl)(Cl)Cl)c1ccc([N+](=O)[O-])cc1 (configuration not stated) | 1% | -10% | 0.4 | 3.5µM* | -5% | 1 | 7 |

Assay outcomes from PubChem BioAssay.
